High-throughput results (PubChem BioAssay)
JNK3 inh: JNK3 (human) kinase inhibition. inhibition, % at 8 µM. AID 746. P53779. purified JNK3 kinase activity, HTS. actives 0.61% (n = 60,000); in the data active = inhibition above about 17%;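 note: 0% = DMSO and 100% = reference inhibitor; many of its hits are not listed in these tables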
Target sequence (P53779 whole entry, looked up): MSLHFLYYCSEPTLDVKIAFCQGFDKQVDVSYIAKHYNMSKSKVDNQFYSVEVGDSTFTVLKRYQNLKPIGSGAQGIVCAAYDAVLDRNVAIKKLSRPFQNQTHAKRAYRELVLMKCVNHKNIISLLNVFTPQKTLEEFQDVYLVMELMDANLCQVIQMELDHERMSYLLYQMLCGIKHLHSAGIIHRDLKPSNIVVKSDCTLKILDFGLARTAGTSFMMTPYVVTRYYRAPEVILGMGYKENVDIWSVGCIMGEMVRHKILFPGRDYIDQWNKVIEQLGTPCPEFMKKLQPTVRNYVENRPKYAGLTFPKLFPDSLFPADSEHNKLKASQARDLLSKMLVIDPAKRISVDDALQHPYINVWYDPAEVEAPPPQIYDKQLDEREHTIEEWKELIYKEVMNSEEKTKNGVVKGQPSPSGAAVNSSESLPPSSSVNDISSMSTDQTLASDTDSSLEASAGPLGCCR
PKA inh: PKA (human) kinase inhibition; PKA Kemptide phosphorylation, Kinase-Glo ATP luminescence; inhibition, % at 6 µM; actives 0.1% (n = 65,000);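 active = inhibition above the screen-wide mean inhibition plus 3 SD, cut at about 21% in these data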; note: many of its hits are not listed in these tables
MMP-13 inhibitor: inhibitors of human MMP13. MMP-13 fTHP FRET cleavage, Mca fluorescence. inhibition, % at 4 µM. AID 570. P45452. actives 0.07% (n = 65,000);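 active = inhibition above the mean of compound-free control plate wells plus 3 SD, cut at about 14% in these data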;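 note: 0% = DMSO wells and 100% = wells with reference MMP-13 inhibitor after basal subtraction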
ROCK2 inh: ROCK2 (human) kinase inhibition | inhibition, % at 6 µM | actives 0.35% (n = 60,000) | purified ROCK2, Kinase-Glo ATP depletion luminescence | AID 604 | O75116;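 active = inhibition above the screen-wide mean inhibition plus 3 SD, cut at about 18% in these data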;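 note: plate controls were DMSO wells for no effect and Y-27632 control wells after no-enzyme background subtraction for full effect; many of its hits are not listed in these tables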
Cdc25B block: inhibitors of human Cdc25B phosphatase; actives 0.1% (n = 65,000); AID 368; P30305; inhibition, %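 (compounds tested at 10 µM final in the well)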; recombinant Cdc25B, OMFP fluorescence Ex485/Em525; in the data active = inhibition above about 50%
MKP-1 inh: blocks human MKP-1 phosphatase activity; recombinant MKP-1, OMFP hydrolysis fluorescence; P28562; inhibition, %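 (compounds tested at a single concentration somewhere between 10 and 100 µM)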; actives 0.15% (n = 65,000);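 active = inhibition above about 50%, limit read from the data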;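 note: 0% = DMSO max control wells and 100% = wells with enzyme stopped by NaOH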
HEK293 NFkB inh: inhibitors of the PMA/ionomycin-induced NF-kB reporter in HEK293 cells. AID 465. inhibition, % at 3 µM. HEK-293 NF-kB luciferase reporter, luminescence. actives 0.21% (n = 62,000);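 active = inhibition above the mean of all tested compounds plus 3 SD, cut at about 40% in these data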;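 note: 0% = stimulated DMSO wells and 100% = 10 µM reference inhibitor 5653914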
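Timing: 1 h pretreatment, 16 h stimulation, 37 °C; system: HEK-293 cells with stable firefly luciferase reporter driven by four HIV NF-kB elements; doses: 3 µM once, 0.30% DMSO; measured by: luciferase luminescence; control set: DMSO and 10 µM reference inhibitor; repeats: single test; reagent: PMA plus ionomycin mix as NF-kB-activating stimulus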
TNAP act mid DEA: activators of human TNAP at intermediate phosphate acceptor | purified TNAP, CDP-star luminescence, 100 mM DEA, 30 min; active compounds read high; scale: 0 levamisole-inhibited, 1 vehicle-only enzyme | activation factor at 20 µM | P05186 | 64,000 tested, under 10 active;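 active = activation factor of at least 2 at 20 µM, relative to controls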
Target sequence (P05186 whole entry, looked up): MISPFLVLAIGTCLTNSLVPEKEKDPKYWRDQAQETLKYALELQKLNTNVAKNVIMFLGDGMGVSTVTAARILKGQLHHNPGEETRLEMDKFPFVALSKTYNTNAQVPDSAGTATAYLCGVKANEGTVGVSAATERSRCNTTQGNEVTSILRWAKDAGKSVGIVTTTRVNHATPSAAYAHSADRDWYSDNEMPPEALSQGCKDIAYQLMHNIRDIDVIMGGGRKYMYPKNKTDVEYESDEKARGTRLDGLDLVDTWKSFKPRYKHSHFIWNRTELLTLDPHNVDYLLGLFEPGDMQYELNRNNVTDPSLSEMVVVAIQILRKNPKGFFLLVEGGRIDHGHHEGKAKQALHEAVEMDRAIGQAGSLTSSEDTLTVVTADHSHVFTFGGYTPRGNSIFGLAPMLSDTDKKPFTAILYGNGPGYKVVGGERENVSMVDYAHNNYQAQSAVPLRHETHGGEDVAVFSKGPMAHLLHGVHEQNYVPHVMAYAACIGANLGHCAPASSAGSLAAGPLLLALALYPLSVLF
Jurkat tox 60K: cytotoxicity toward Jurkat cells; Jurkat E6.1 viability, ATP luminescence, 48 h; inhibition, % at 4 µM; actives 1.2% (n = 56,000); AID 463;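 active = inhibition above the mean inhibition of all tested compounds plus 3 SD, cut at about 28% in these data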
Numbers without * were called inactive; [ ] = remark or other dose.

For CCOC(=O)c1sc2nc(-c3ccco3)c3c(c2c1N)CC(C)(C)OC3 the results were JNK3 inh -3, PKA inh 7, MMP-13 inhibitor 5, ROCK2 inh 1, Cdc25B block 7, MKP-1 inh 38, HEK293 NFkB inh 27, TNAP act mid DEA 0.9 and Jurkat tox 60K -3.
`COC(=O)c1cn(C(=O)c2ccc(Br)o2)c2ccccc12` gave JNK3 inh 0, PKA inh 1, MMP-13 inhibitor 3, ROCK2 inh 2, Cdc25B block -3, MKP-1 inh -2, HEK293 NFkB inh 6, TNAP act mid DEA 0.9 and Jurkat tox 60K 4.
For Cc1nc(N2CCCC2)c2nnn(Cc3ccccc3Cl)c2n1 the results were JNK3 inh -1, PKA inh 0, MMP-13 inhibitor -2, ROCK2 inh -2, Cdc25B block -9, MKP-1 inh 11, HEK293 NFkB inh 5, TNAP act mid DEA 1.1 and Jurkat tox 60K 8.
Screening CCOc1cc(C(=O)NCCOC)cc(OCC)c1OCC returned JNK3 inh 3, PKA inh -2, MMP-13 inhibitor 0, ROCK2 inh 0, Cdc25B block -8, MKP-1 inh 2, HEK293 NFkB inh 18, TNAP act mid DEA 1 and Jurkat tox 60K 3.
O=C(c1ccc(Cl)s1)N1CCOCC1 was read as JNK3 inh 1, PKA inh 1, MMP-13 inhibitor 0, ROCK2 inh 2, Cdc25B block -7, MKP-1 inh 0, HEK293 NFkB inh 6, TNAP act mid DEA 1 and Jurkat tox 60K 1.
`CCOC(=O)c1ccc(NC(=O)C(CC)(CC)C(=O)OCC)cc1` gave JNK3 inh 5, PKA inh 1, MMP-13 inhibitor -4, ROCK2 inh -3, Cdc25B block 6, MKP-1 inh -7, HEK293 NFkB inh 11, TNAP act mid DEA 0.9 and Jurkat tox 60K 0.
Cc1cc(C)n(CC(O)COCc2ccccc2)n1 (configuration not stated) was read as JNK3 inh -4, PKA inh 3, MMP-13 inhibitor 2, ROCK2 inh -1, Cdc25B block 3, MKP-1 inh -26, HEK293 NFkB inh 0, TNAP act mid DEA 0.9 and Jurkat tox 60K 3.
For c1ccc(N2CCN(c3ncnc4sc5c(c34)CCC5)CC2)cc1 the results were JNK3 inh 1, PKA inh 8, MMP-13 inhibitor 4, ROCK2 inh 8, Cdc25B block -3, MKP-1 inh 0, HEK293 NFkB inh 14, TNAP act mid DEA 0.9 and Jurkat tox 60K -1.
`Cc1csc(SCCn2c(N3CCN(c4ccccc4)CC3)nc3c2c(=O)[nH]c(=O)n3C)n1` gave JNK3 inh 5, PKA inh 1, MMP-13 inhibitor 3, ROCK2 inh 4, Cdc25B block 0, MKP-1 inh 2, HEK293 NFkB inh 6, TNAP act mid DEA 1 and Jurkat tox 60K -7.
`Oc1c(C(c2ccco2)N2CCC3(CC2)OCCO3)sc2ncnn12` (configuration not stated) gave JNK3 inh 2, PKA inh 2, MMP-13 inhibitor 0, ROCK2 inh -7, Cdc25B block -12, MKP-1 inh 6, HEK293 NFkB inh -2, TNAP act mid DEA 1 and Jurkat tox 60K 5.
`CC(C)(C)NC(=O)COC(=O)c1ccc(O)cc1` gave JNK3 inh -1, PKA inh 6, MMP-13 inhibitor 2, ROCK2 inh 1, Cdc25B block -19, MKP-1 inh -2, HEK293 NFkB inh 6, TNAP act mid DEA 0.9 and Jurkat tox 60K -2.
For CC1CN(C(=O)CN2C(=O)NC(C)(c3ccccc3)C2=O)CC(C)O1 (configuration not stated) the results were JNK3 inh -3, PKA inh 5, MMP-13 inhibitor 2, ROCK2 inh 4, Cdc25B block -4, MKP-1 inh 3, HEK293 NFkB inh 6, TNAP act mid DEA 0.9 and Jurkat tox 60K 1.
CCC(=O)N1CCN(c2ccccc2NC(=O)COc2cccc(C)c2)CC1 was read as JNK3 inh 8, PKA inh 9, MMP-13 inhibitor 4, ROCK2 inh 5, Cdc25B block -10, MKP-1 inh 4, HEK293 NFkB inh 12, TNAP act mid DEA 1 and Jurkat tox 60K 3.
CCOCc1nnc(NC(=O)CCc2ccccc2)s1 was read as JNK3 inh 2, PKA inh 3, MMP-13 inhibitor -11, ROCK2 inh -7, Cdc25B block -23, MKP-1 inh 5, HEK293 NFkB inh 9, TNAP act mid DEA 1 and Jurkat tox 60K 6.
CCOc1ccccc1Nc1nnc(SCC(=O)N2CCCC2)s1 was read as PKA inh -1, MMP-13 inhibitor -2, Cdc25B block -8, MKP-1 inh 6, HEK293 NFkB inh 14 and TNAP act mid DEA 0.9.
Screening CCCc1cc(=O)[nH]c(SCC(=O)N(CC)Cc2ccccc2)n1 returned PKA inh 5, MMP-13 inhibitor 3, Cdc25B block -11, MKP-1 inh -4, HEK293 NFkB inh 7 and TNAP act mid DEA 1.
For Cc1nc(C)c(C(=O)C2=C(O)C(=O)N(CCCn3ccnc3)C2c2ccc(Cl)cc2)s1 (configuration not stated) the results were JNK3 inh 5, PKA inh -10, MMP-13 inhibitor 0, ROCK2 inh 3, Cdc25B block -2, MKP-1 inh 1, HEK293 NFkB inh 8, TNAP act mid DEA 0.9 and Jurkat tox 60K 8.
Cc1cc(C(=O)CSc2nnc(-c3ccccc3)n2Cc2ccc3c(c2)OCO3)c(C)n1C was read as JNK3 inh 2, PKA inh 12, MMP-13 inhibitor 0, ROCK2 inh 9, Cdc25B block 2, MKP-1 inh 0, HEK293 NFkB inh 4, TNAP act mid DEA 0.9 and Jurkat tox 60K -12.
`N#CC1=C(N)N(c2ccccc2Sc2ccccc2)C(=O)C1` gave JNK3 inh -8, PKA inh 8, MMP-13 inhibitor 3, ROCK2 inh 9, Cdc25B block 8, MKP-1 inh -7, HEK293 NFkB inh 3, TNAP act mid DEA 0.9 and Jurkat tox 60K 0.
Screening COc1ccc(-n2nc(C(=O)NCC(=O)N3CCN(c4ccccn4)CC3)c3ccccc3c2=O)cc1 returned JNK3 inh 7, PKA inh 3, MMP-13 inhibitor -3, ROCK2 inh 3, Cdc25B block -5, MKP-1 inh 10, HEK293 NFkB inh 0, TNAP act mid DEA 0.9 and Jurkat tox 60K 0.

Continued; the last two above are carried over.
`N#CC1=C(N)N(c2ccccc2Sc2ccccc2)C(=O)C1` gave JNK3 inh -8, PKA inh 8, MMP-13 inhibitor 3, ROCK2 inh 9, Cdc25B block 8, MKP-1 inh -7, HEK293 NFkB inh 3, TNAP act mid DEA 0.9 and Jurkat tox 60K 0.
Screening COc1ccc(-n2nc(C(=O)NCC(=O)N3CCN(c4ccccn4)CC3)c3ccccc3c2=O)cc1 returned JNK3 inh 7, PKA inh 3, MMP-13 inhibitor -3, ROCK2 inh 3, Cdc25B block -5, MKP-1 inh 10, HEK293 NFkB inh 0, TNAP act mid DEA 0.9 and Jurkat tox 60K 0.
Cc1nc(SCC(N)=O)[nH]c(=O)c1Cc1ccc(OC(C)C)cc1 was read as JNK3 inh -1, PKA inh 4, MMP-13 inhibitor 7, ROCK2 inh 3, Cdc25B block -38, MKP-1 inh -22 and TNAP act mid DEA 0.9.
Screening CCOc1nc(-c2ccc(C)cc2)ccc1-c1noc(-c2cccnc2)n1 returned JNK3 inh -5, PKA inh 8, MMP-13 inhibitor 1, ROCK2 inh 5, Cdc25B block -8, MKP-1 inh 35, HEK293 NFkB inh 5, TNAP act mid DEA 1 and Jurkat tox 60K -6.
CC(=O)Nc1cccc(NC(=O)c2sc3ncn(CC(=O)N4CCCCC4)c(=O)c3c2C)c1 was read as JNK3 inh 2, PKA inh 3, MMP-13 inhibitor 3, ROCK2 inh 5, Cdc25B block 8, MKP-1 inh 16, HEK293 NFkB inh 9, TNAP act mid DEA 0.9 and Jurkat tox 60K -7.
`O=C(Nc1ccc2oc(-c3cccnc3)nc2c1)c1cc2ccccc2o1` gave JNK3 inh 0, PKA inh -4, MMP-13 inhibitor -8, ROCK2 inh 2, Cdc25B block -2, MKP-1 inh 34, HEK293 NFkB inh 7, TNAP act mid DEA 0.9 and Jurkat tox 60K 0.
Screening COc1cc2c(c(OC)c1)C(c1cccc(OC)c1OC)CC(=O)N2 (configuration not stated) returned JNK3 inh -4, PKA inh 7, MMP-13 inhibitor -8, ROCK2 inh 5, Cdc25B block 1, MKP-1 inh 6, HEK293 NFkB inh 9, TNAP act mid DEA 0.9 and Jurkat tox 60K 2.
CCC(C)(C)n1nnnc1C(c1cc2cc(C)cc(C)c2[nH]c1=O)N1CCCC1 (configuration not stated) was read as JNK3 inh -3, PKA inh 11, MMP-13 inhibitor -9, ROCK2 inh 7, Cdc25B block 5, MKP-1 inh 32, HEK293 NFkB inh 17, TNAP act mid DEA 1 and Jurkat tox 60K 2.
Screening Cc1ccc(S(=O)(=O)Cc2cn3cccnc3n2)cc1 returned JNK3 inh -3, PKA inh 4, MMP-13 inhibitor -112[fluorescence artefact?], ROCK2 inh 2, Cdc25B block 0, MKP-1 inh -3, HEK293 NFkB inh 9, TNAP act mid DEA 1 and Jurkat tox 60K -7.
For CC1CCN(CCC(=O)N2CCCc3c2c(=O)oc2ccc(O)cc32)CC1 the results were JNK3 inh 1, PKA inh -2, MMP-13 inhibitor -2, ROCK2 inh -2, Cdc25B block 31, MKP-1 inh -3, HEK293 NFkB inh 27, TNAP act mid DEA 0.8 and Jurkat tox 60K 7.
`c1ccc(-c2ccc(-n3ccnc3)cc2)cc1` gave JNK3 inh 3, PKA inh 16, MMP-13 inhibitor 6, ROCK2 inh 9, Cdc25B block -13, MKP-1 inh 5, HEK293 NFkB inh 13, TNAP act mid DEA 0.8 and Jurkat tox 60K -3.
O=C1NC(c2ccc3c(c2)OCO3)Oc2ccccc21 (configuration not stated) was read as JNK3 inh 2, PKA inh 10, MMP-13 inhibitor -11, ROCK2 inh 5, Cdc25B block 9, MKP-1 inh 4, HEK293 NFkB inh 13, TNAP act mid DEA 0.9 and Jurkat tox 60K 2.
COC(=O)c1c(N)c(C#N)c(C)n1-c1ccccc1 was read as JNK3 inh -5, PKA inh 1, MMP-13 inhibitor 6, ROCK2 inh 8, Cdc25B block -11, MKP-1 inh -5, HEK293 NFkB inh -12, TNAP act mid DEA 0.9 and Jurkat tox 60K 3.
For COC(=O)C1=C(C)N(c2cc(Cl)cc(Cl)c2)C(=O)C1 the results were PKA inh -2, MMP-13 inhibitor 1, Cdc25B block -1, MKP-1 inh -1, HEK293 NFkB inh 21 and TNAP act mid DEA 1.
O=S(=O)(NCC(c1cccnc1)N1CCN(c2ccccc2)CC1)c1cc(F)ccc1F (configuration not stated) was read as PKA inh -6, MMP-13 inhibitor 0, Cdc25B block 1, MKP-1 inh 0, HEK293 NFkB inh 16 and TNAP act mid DEA 0.9.
CCOC(=O)C1=C(C)Nc2ncnn2C1/C=C/c1ccccc1 (configuration not stated) was read as JNK3 inh 1, PKA inh -4, MMP-13 inhibitor 1, ROCK2 inh -5, Cdc25B block -5, MKP-1 inh 16, HEK293 NFkB inh 12, TNAP act mid DEA 0.9 and Jurkat tox 60K 19.
For CCOC(=O)c1ccc(NC(=O)CC2SC(=NC)N(C)C2=O)cc1 (configuration not stated) the results were PKA inh 0, MMP-13 inhibitor 0, Cdc25B block -8, MKP-1 inh 4, HEK293 NFkB inh 14 and TNAP act mid DEA 0.9.
For CCOC(=O)C1CCN(c2c(NCc3ccc(C(=O)NCCOC)cc3)c(=O)c2=O)CC1 the results were JNK3 inh 7, PKA inh 5, MMP-13 inhibitor 0, ROCK2 inh 3, Cdc25B block 0, MKP-1 inh 30, HEK293 NFkB inh -6, TNAP act mid DEA 0.9 and Jurkat tox 60K -2.
For CC1CCCN(C(=O)CN2CCN(C(=O)c3ccco3)CC2)C1 (configuration not stated) the results were JNK3 inh -2, PKA inh 2, MMP-13 inhibitor -1, ROCK2 inh -1, Cdc25B block -9, MKP-1 inh -4, HEK293 NFkB inh -4, TNAP act mid DEA 0.9 and Jurkat tox 60K -9.

Outcome played no part in choosing rows; overall some 1.9% were active at least once.
